# Yeast superoxide – reduction of superoxide in aged yeast, primary screen, HTS; S. cerevisiae aged cells, superoxide DHE fluorescence; active compounds read low; superoxide response (% of plate mean), % at 10 µM; 330,000 compounds, 0.18% hits; AID 2690, 2010;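 active = superoxide response under a set limit, about three screen SD below normal, cut at about 65% in these data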;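 note: yeast aged for seven days with compound at 30 °C before DHE staining; 100% = average MFI of all compound-treated wells on the plate with controls excluded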
# GLD-1 TGE inh – GLD-1/TGE RNA complex disruptors, primary screen, biochemical, fluorescence polarization; inhibition, % at 5.96 µM; 320,000 compounds, 0.44% hits; AID 2280, 2010; purified GLD-1 + fluorescein TGE RNA;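 active = percent inhibition above a per-plate cutoff, the plate mean of test compounds plus 3 SD, cut at about 30% in these data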;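 note: 0% = DMSO wells with GLD-1 and probe and 100% = wells lacking GLD-1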
# Target sequence (Q17339 whole entry, looked up): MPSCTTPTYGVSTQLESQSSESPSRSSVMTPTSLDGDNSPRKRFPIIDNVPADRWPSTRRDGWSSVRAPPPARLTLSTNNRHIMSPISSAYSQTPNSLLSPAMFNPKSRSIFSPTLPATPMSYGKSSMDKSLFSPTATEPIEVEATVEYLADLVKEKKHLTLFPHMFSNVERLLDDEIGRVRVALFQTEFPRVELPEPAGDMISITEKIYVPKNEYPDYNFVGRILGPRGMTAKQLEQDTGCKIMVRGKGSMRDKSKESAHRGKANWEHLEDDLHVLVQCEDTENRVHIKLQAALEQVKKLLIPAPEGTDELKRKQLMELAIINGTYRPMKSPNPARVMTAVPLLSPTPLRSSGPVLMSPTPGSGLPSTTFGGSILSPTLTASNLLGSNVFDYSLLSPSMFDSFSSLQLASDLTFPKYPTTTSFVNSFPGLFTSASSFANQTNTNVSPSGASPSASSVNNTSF
# Bcl-xL primary – inhibitors of human Bcl-xL, primary screen, biochemical, fluorescence polarization, HTS; GST-Bcl-xL / FITC-Bim BH3 peptide fluorescence polarization; 320,000 compounds, 0.7% hits; inhibition, % at 10.9 µM;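 active = inhibition above the mean of all tested compounds plus 3 SD, cutoff set per campaign, cut at about 30% in these data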;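 note: 0% = DMSO wells and 100% = unlabeled Bim-BH3 peptide competitor; inhibitors lower millipolarization by displacing the labeled peptide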
# MEX-5 binding – MEX-5 zinc finger RNA-binding disruptors – biochemical, C. elegans, fluorescence polarization, MLPCN library, primary screen. activity score (negative = inhibition of binding), % at 10 µM. Zinc finger protein mex-5 (Caenorhabditis elegans), Q9XUB2. MEX-5/FITC-TCR2 RNA binding; active compounds read low. 300,000 compounds, 0.38% hits. AID 1832, 2009;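 active = inhibition past about -25% in most replicates, and total fluorescence under double the plate's negative control median, limit read from the data; inconclusive = replicates evenly split on the limit, or fluorescence at least double controls; inactive = too little inhibition in most replicates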;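 note: 0% = DMSO and -100% = 5 µM competing unlabeled TCR2 RNA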
# Fam108B inh – mouse Fam108B serine hydrolase inhibitors, primary screen, counter-screen for RBBP9 inhibitor project, biochemical, fluorescence polarization; AID 1947, 2009; 300,000 compounds, 0.33% hits; inhibition, % at 9.51 µM; recombinant Fam108B, FP-Rh probe fluorescence polarization;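 active = inhibition above the screen mean inhibition plus 3 SD, computed separately per campaign, cut at about 18% in these data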;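 note: inhibitors lower polarization as less probe binds the enzyme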
# MCL1-BIM inh – inhibitors of MCL1 binding to BIM-BH3, primary screen, biochemical, fluorescence polarization | AID 2057, 2009 | Induced myeloid leukemia cell differentiation protein Mcl-1 (Homo sapiens), Q07820 | 320,000 compounds, 0.68% hits | inhibition, % at 10.9 µM | GST-MCL1 / FITC-Bim-BH3 fluorescence polarization;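 active = inhibition above the mean inhibition of all tested compounds plus 3 SD, set per campaign, cut at about 40% in these data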;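 note: 0% = DMSO wells and 100% = unlabeled Bim-BH3 peptide control; higher means more loss of mP so more displacement of Bim peptide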
# Target sequence (Q07820 whole entry, looked up): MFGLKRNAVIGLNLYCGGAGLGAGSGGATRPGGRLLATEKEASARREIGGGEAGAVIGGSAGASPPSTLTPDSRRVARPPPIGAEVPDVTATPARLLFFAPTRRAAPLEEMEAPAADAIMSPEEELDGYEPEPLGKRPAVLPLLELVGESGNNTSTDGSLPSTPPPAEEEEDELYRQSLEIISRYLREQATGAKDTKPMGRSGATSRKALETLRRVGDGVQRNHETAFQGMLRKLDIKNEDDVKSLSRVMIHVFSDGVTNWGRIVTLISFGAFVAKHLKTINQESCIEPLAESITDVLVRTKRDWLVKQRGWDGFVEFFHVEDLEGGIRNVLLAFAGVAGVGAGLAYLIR
# EBNA-1 inh – EBNA-1 DNA-binding inhibitors, primary screen, biochemical, fluorescence polarization; inhibition, % at 14.8 µM; 300,000 compounds, 0.34% hits; in the data active = inhibition above about 28%
# ZTA counter – blocks Epstein-Barr virus ZTA, an EBNA-1 counter-screen | ZTA-DNA binding, fluorescence polarization | inhibition, % at 11 µM | P03206 | 320,000 compounds, 0.15% hits; in the data active = inhibition above about 33%
# Target sequence (P03206 whole entry, looked up): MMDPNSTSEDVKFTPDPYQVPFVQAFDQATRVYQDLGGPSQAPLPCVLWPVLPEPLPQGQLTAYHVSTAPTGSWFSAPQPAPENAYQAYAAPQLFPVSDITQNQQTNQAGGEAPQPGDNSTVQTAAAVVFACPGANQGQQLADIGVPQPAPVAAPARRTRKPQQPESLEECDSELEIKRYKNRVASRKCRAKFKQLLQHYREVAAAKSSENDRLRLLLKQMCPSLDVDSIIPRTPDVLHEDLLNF
# Efflux pump inh – inhibitors of Candida efflux pumps in yeast, primary screen, S. cerevisiae, Nile Red, multiplex; S. cerevisiae Candida pump triplex; inhibition, % at 10 µM; 330,000 compounds, 0.44% hits; AID 485275, 2010;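 active = plate passing quality check with inhibition over a set limit, or well fluorescence over plate mean plus 4 SD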;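 note: Nile Red retained in pooled yeast measured as flow cytometry median fluorescence; 0% = buffer negative control and 100% = Enniatin B positive control; higher means more Nile Red kept so more efflux inhibition; some compounds called inactive have numbers as strong as hits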
# * = called active by the depositor; u = inconclusive; x = no result given.
# Values in the order – Yeast superoxide	GLD-1 TGE inh	Bcl-xL primary	MEX-5 binding	Fam108B inh	MCL1-BIM inh	EBNA-1 inh	ZTA counter	Efflux pump inh
CCOC(=O)c1sc(-c2ccccc2)nc1C
  94	0	5	2.1	-1	4	2	-8	0.2
O=C(Nc1ccc(SC(F)F)cc1)c1ccccc1F
  91	-9	2	0.1	-7	-10	2	8	0.1
C/C(=N/NC(=O)c1cccs1)c1ccc(N2CCOCC2)cc1
  106	2	-3	4.2	-2	1	2	-1	0.1
Cc1ccc(OCCOC(=O)Nc2ccccc2)cc1
  97	-1	1	1.3	3	2	-2	-2	0.4
CC(C)COc1ccc(C(=O)Nc2ccc(SC(F)F)cc2)cc1
  88	-4	0	1.3	-1	2	-7	-5	0.1
Cc1cc(C)c2[nH]c(=O)c(CN(CC3CCCO3)C(=S)Nc3ccccc3)cc2c1 (centres undefined)
  98	6	-5	-0.6	1	-3	-9	0	0.6
OCC[C@@H]1C[C@@H](O)[C@H](O)[C@]2(CCCc3ccccc3O2)O1
  99	2	-2	-0.1	3	-1	-10	8	0.0
COCCn1nnnc1C(C(C)C)N1CCC(Cc2ccccc2)CC1 (centres undefined)
  87	2	2	3.0	4	5	4	6	0.1
COc1c2ccc(C(=O)NCc3cc(C(F)(F)F)cc(C(F)(F)F)c3)cc2nn1C
  x	-6	1	1.7	9	3	-15	-15	x
Cc1ccc(S(=O)(=O)N2CCN(Cc3nnc(-c4c(-c5ccccc5)noc4C)o3)CC2)cc1
  100	-1	0	x	x	0	x	-15	0.0
COC(=O)c1[nH]c2ccc(C)cc2c1NC(=O)c1ccccc1[N+](=O)[O-]
  91	2	6	-0.6	2	-8	5	-5	-0.2
CC(C)CCNC(=O)Cc1c(C(=O)O)[nH]c2ccc(Cl)cc12
  89	1	6	1.8	3	-4	15	9	-0.1
CCOC(=O)N1CCN(C(=O)CCc2ccccc2)CC1
  103	-6	6	-0.9	3	-2	-3	-2	0.2
CCc1nn2c(=O)cc(COC(=O)c3cc(Cl)c(OC)c(OC)c3)nc2s1
  104	0	2	x	x	3	x	6	0.1
CCOC(=O)CN(C(=O)Cn1nnc2ccccc21)C(C(=O)NCCOC)c1ccccc1 (centres undefined)
  102	0	3	-1.1	3	-2	6	11	0.1
COc1ccc(C(=O)NNC(=O)c2ccc(C)cc2)cc1S(=O)(=O)N1CCCC1
  91	-3	4	3.0	3	7	2	11	0.0
CCOc1cc(CNCCSc2nnnn2C)cc(Br)c1OCc1ccccc1F
  112	-1	2	1.6	5	-1	15	15	0.0
O=C(Cn1nc(-c2ccccc2)ccc1=O)N1CCOCC1
  108	1	3	-3.7	3	5	-6	17	0.1
COc1ccccc1C1=Nn2c(nnc2C2CCCCC2)SC1
  107	11	2	x	-3	-1	0	-12	0.2
CS(=O)(=O)N1CCC(Oc2cccc(C(=O)NCCCC3CCCC3)c2)CC1
  108	1	1	-1.0	6	-2	-8	-5	1.3
CCN(CC)CCCNC(=O)c1ccc(C)c(NC(=O)C2=C(C)OCCS2)c1
  102	-2	1	2.3	-4	0	15	-3	-0.2
C#CCOCCOCCOCCNc1nc(N2CCN(C(=O)[C@H](CCCCN)n3cc([C@@H](N)CO)nn3)CC2)nc(N2CCN(C(=O)[C@H](Cc3cc4ccccc4[nH]3)n3cc([C@@H](N)Cc4ccc(O)cc4)nn3)CC2)n1
  98	-7	6	-0.1	2	10	3	0	0.0
COc1ccccc1N1C(=O)CSC1=S
  101	7	1	4.0	-3	3	11	17	-0.1
Cc1ccc(CNc2cnn(C34CC5CC(CC(C5)C3)C4)c(=O)c2Cl)cc1
  93	-3	-1	-1.9	5	1	9	10	0.0
Cc1cccn2c(=O)nc(SCC(=O)Nc3ccc4c(c3)OCCO4)nc12
  111	-12	0	-4.5	-2	-7	-7	-10	0.2
CCCN(CC(=O)Nc1ccccc1C)C(=O)c1ccc(C2SCCS2)cc1
  93	-2	2	-1.0	-3	-1	-1	6	-0.1
Nc1cc2c(cc1C(=O)c1ccc(Cl)cc1)OCCO2
  93	-1	7	1.3	1	4	1	2	0.2
Cc1cccn2cc(CCNC(=O)Cc3cccs3)nc12
  104	4	0	-0.7	0	-3	4	-6	0.2
CCOC(=O)c1ccc(N2C(=O)CC(Sc3nnc(C)s3)C2=O)cc1 (centres undefined)
  112	-4	-6	0.5	-6	-14	19	12	-0.1
Cc1ccc(C(=O)NC(Cc2c[nH]c3ccccc23)C(=O)O)o1 (centres undefined)
  107	1	3	-3.7	-3	-1	-8	13	0.2

# New compounds follow
# Values in the order – Yeast superoxide	GLD-1 TGE inh	Bcl-xL primary	MEX-5 binding	Fam108B inh	MCL1-BIM inh	EBNA-1 inh	ZTA counter	Efflux pump inh
COc1ccccc1-c1noc(-c2cccnc2)n1
  103	4	3	-0.6	-3	-2	1	-7	0.0
Brc1cnc2nc(SC/C=C/c3ccccc3)[nH]c2c1
  104	5	5	-0.2	-9	2	10	21	0.1
O=C(O)CN(c1cccc(C(F)(F)F)c1)S(=O)(=O)c1ccccc1
  97	4	-5	2.2	0	1	9	-5	-0.1
COc1ccc(NC(=O)NC(C)c2ccc3c(c2)OCO3)cc1OC (centres undefined)
  107	2	6	-0.4	2	2	1	-7	0.1
COc1ccccc1CNC(=O)C1CCN(S(=O)(=O)c2ccc(N3CCCC3=O)cc2)CC1
  88	-1	6	-1.5	8	3	-3	-4	0.8
CCOc1ccccc1C(=O)NCCCn1ccnc1
  100	-7	8	1.0	-1	7	9	9	0.0
CC1(C(=O)N(CC(=O)NC2CCCC2)Cc2ccco2)CC(=O)N=C2C=CC=CN21 (centres undefined)
  81	5	5	-1.3	0	16	5	-3	-0.2
COc1cc2c(cc1OC)CN(Cc1cc(=O)oc3cc(C)c(Cl)cc13)CC2
  107	-5	2	1.3	-10	-11	0	1	0.7
COc1cccc(C2C(=O)N(C3CCCCC3)CC(=O)N2Cc2ccc(F)cc2)c1 (centres undefined)
  95	9	2	1.4	3	3	-7	-6	0.2
COc1cc(/C=N/NC(=O)c2cccc([N+](=O)[O-])c2)cc(OC)c1O
  103	-1	6	-0.4	-2	20	0	-10	-0.2
COc1ccc(C(=O)NCCc2ccccc2F)cc1OC1CCN(C(C)=O)CC1
  86	3	-3	0.3	-2	-3	1	-7	2.5
CCC(C)NC(=O)[C@@H]1CCCN1C(=O)C1CCN(S(=O)(=O)c2ccc(C)cc2)CC1 (some centres undefined)
  106	-5	-4	-0.5	-1	1	-22	-5	-0.1
Cc1ccc(NC(=O)CN(C)C(=O)C(C)OC(=O)CNC(=O)c2ccc(Cl)c([N+](=O)[O-])c2)cc1 (centres undefined)
  88	-4	4	-1.0	2	-2	3	10	0.1
COc1ccc(C(=O)COC(=O)C(C)N2C(=O)C3C4CCC(C4)C3C2=O)cc1 (centres undefined)
  112	6	3	3.9	2	-3	8	-19	-0.1
CC(=O)OCCCNc1cc(SCc2ccco2)c2nonc2c1[N+](=O)[O-]
  118	-1	22	-3.7	11	45*	9	-25	0.2
CCn1c(=N)n(CC(=O)c2ccc(OC)cc2)c2ccccc21
  90	2	3	0.4	4	5	-6	-13	-0.1
Oc1c(C=NCc2ccncc2)sc2ccccc12
  88	3	7	3.9	-4	19	4	-11	-0.1
CNC(=S)NC(CC(=O)OC)c1ccc2c(c1)OCO2 (centres undefined)
  94	4	7	0.5	0	12	2	-5	0.1
COc1cc(OC)cc(-c2sc3ccc(OC)cc3c2C#CCCO)c1
  105	3	-7	x	x	-1	x	-9	0.3
Cc1cc(=O)c2cc3nc(-c4cccnc4)oc3c(Br)c2o1
  108	2	12	-3.6	6	38	5	1	0.1
CCN=C(NC#N)SCc1c(F)cccc1Cl
  98	1	1	-0.2	-7	0	3	-3	0.3
COc1ccccc1N1CCN(C/C(O)=C(\C#N)c2nc(-c3ccccc3)cs2)CC1
  82	5	0	1.1	2	1	0	7	-0.1
COc1cc(NS(=O)(=O)c2ccc(NC(=S)NC(=O)C(C)(C)C)cc2)nc(OC)n1
  103	-1	26	0.9	-2	12	-4	-1	-0.1
Cc1cccc(C)c1NC(=O)CNC(=O)c1cn(-c2ccccc2)nc1-c1ccccc1
  99	4	0	1.4	0	-1	-4	-13	-0.2
Cc1ccc(NC(=O)N2CCCC2C(=O)NCCC2=CCCCC2)cc1 (centres undefined)
  91	6	4	-1.6	0	7	6	-7	0.0
Cc1ccc(C(=O)OCC(=O)NC2CCCCC2)o1
  97	-4	-4	0.5	1	-6	-6	-12	0.0
Cc1ccc2c(c1)NC(=O)CC(c1ccccc1)=N2
  110	6	5	1.1	0	-2	4	-1	0.0
COc1ccc(Cn2c(C)nnc2-c2cnn(C)c2N)cc1OC
  84	6	6	2.3	2	5	8	16	0.1
CCCNC(=O)c1ccc(CN2CCOCC2)cc1
  107	4	-1	1.2	0	-3	-3	-6	-0.1
CC1=NOC(=O)/C1=C\c1ccc2c(c1)OCO2
  114	1	0	u	1	-4	-6	5	0.2

# (listing goes on)
# Values in the order – Yeast superoxide	GLD-1 TGE inh	Bcl-xL primary	MEX-5 binding	Fam108B inh	MCL1-BIM inh	EBNA-1 inh	ZTA counter	Efflux pump inh
Cc1noc(C)c1C(=O)Nc1ccc2ccccc2c1
  93	1	-2	2.4	-2	3	5	-5	0.4
NC(=NC(=O)c1ccccc1)N1N=CCC1c1ccccc1 (centres undefined)
  76	-1	3	-1.5	-1	1	-1	-13	-0.1
NC(=O)c1cc2ccccc2o/c1=N\NC(=O)c1ccc(F)cc1
  92	8	15	0.4	1	18	7	-20	-0.1
COc1cccc(C(=O)N(Cc2cc3cc(C)ccc3[nH]c2=O)CC2CCCO2)c1 (centres undefined)
  87	6	-2	0.7	-6	0	-14	7	0.1
COc1ccc(NC(=O)CN(C)C(=O)C23CC4CC(CC(C4)C2)C3)cc1
  97	0	-3	1.7	3	-4	-3	-9	-0.2
CCOc1ccc(S(=O)(=O)N2CCCC(C(=O)Nc3cc(C)cc(C)c3)C2)cc1 (centres undefined)
  90	-4	2	-0.2	0	5	6	16	0.0
COCC(C)n1c(-c2ccc3c(c2)NC(=O)CO3)csc1=Nc1ccc(OC(F)F)cc1 (centres undefined)
  107	8	-4	2.9	2	1	0	-17	0.2
NNC(=O)c1ccc(-c2cccc([N+](=O)[O-])c2)o1
  112	-1	2	-3.4	-1	0	-4	8	0.0
Cn1cnnc1SCCOc1ccc(Cl)cc1
  91	3	5	-0.2	1	2	-3	0	-0.1
CCOc1cc(C(=O)N/N=C\c2cn(CC)nc2C)cc(OCC)c1OCC
  102	2	6	1.8	-2	14	-5	1	0.7
CCC(C)c1ccccc1N1CC(C(=O)N(C)CC(=O)Nc2cccc(F)c2)CC1=O (centres undefined)
  106	12	1	0.2	1	-6	-12	-19	-0.1
COc1cc(S(=O)(=O)Nc2cccc(C)c2)ccc1N=Cc1c(C)[nH]n(-c2ccccc2)c1=O
  108	2	1	1.2	-14	-4	-7	-8	-0.2
O=C(CN1C(=O)c2ccccc2S1(=O)=O)c1ccc(O)c(O)c1
  110	8	6	-3.5	0	8	-9	-8	0.0

# Assay outcomes (PubChem)
